Screening data (PubChem BioAssay)
CHRM1 agonist: agonists of human M1 muscarinic receptor; AID 588814; activation, % at 3 µM; CHO-K1 hM1, Fluo-8 calcium fluorescence, agonist mode; 0% DMSO, 100% acetylcholine EC100; hit rate 0.33% among 360,000;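 active = activation above the run's mean compound activation plus 3 SD, cut at about 16% in these data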;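 note: peak over basal fluorescence ratio within a 140 s kinetic read after compound addition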
CHRM1 antagonist: antagonists of human M1 muscarinic receptor. inhibition, % at 3 µM. CHO-K1 hM1, Fluo-8 calcium fluorescence, ACh EC80 antagonist. AID 588852. P11229. hit rate 1.3% among 360,000;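 active = percent inhibition above its own plate's cutoff, namely the mean of that plate's compound wells plus 3 SD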;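 note: peak over basal fluorescence ratio during 140 s after agonist addition; 0% = ACh EC80 plus DMSO and 100% = DMSO alone without agonist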
CHRM4 antagonist: CHRM4 antagonism in calcium assay | P08173 | CHO-hM4 cells, ACh EC80, Fluo-8 calcium fluorescence | inhibition, % at 3 µM | hit rate 0.73% among 360,000 | AID 624125;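 active = inhibition above its plate's cutoff, the mean inhibition of sample wells plus 3 SD, cut at about 27% in these data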;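 note: 0% = acetylcholine EC80 with DMSO and 100% = DMSO without agonist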
Target sequence (P08173 whole entry, looked up): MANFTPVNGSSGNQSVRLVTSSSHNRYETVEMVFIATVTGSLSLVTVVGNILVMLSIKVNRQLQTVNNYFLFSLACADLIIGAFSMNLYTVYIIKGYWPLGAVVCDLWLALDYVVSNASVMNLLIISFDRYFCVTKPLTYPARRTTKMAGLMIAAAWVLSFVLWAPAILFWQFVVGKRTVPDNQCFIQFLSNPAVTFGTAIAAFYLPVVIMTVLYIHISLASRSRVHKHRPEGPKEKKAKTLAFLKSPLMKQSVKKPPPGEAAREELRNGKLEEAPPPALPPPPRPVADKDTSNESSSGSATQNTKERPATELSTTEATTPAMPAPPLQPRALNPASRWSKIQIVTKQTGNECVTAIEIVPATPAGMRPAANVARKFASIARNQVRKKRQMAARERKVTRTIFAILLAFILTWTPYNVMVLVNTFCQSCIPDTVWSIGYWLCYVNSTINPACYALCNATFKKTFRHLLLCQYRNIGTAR
CHRM4 agonist: CHRM4 agonism in calcium assay. CHO-K1 hM4/Gqi5, Fluo-8 calcium fluorescence; vehicle 0%, full acetylcholine response 100%. activation, % at 3 µM. hit rate 0.14% among 360,000. AID 624127;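 active = activation above the run mean over all test wells plus 3 SD, cut at about 32% in these data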;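 note: peak over basal fluorescence ratio per well then scaled between controls; 0% = DMSO wells and 100% = acetylcholine at EC100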
CHRM1 PAM: potentiates human M1 receptor response to acetylcholine | CHO-K1 hM1, Fluo-8 calcium fluorescence, ACh EC20; 0% = ACh EC20, 100% = maximal ACh | AID 588819 | activation, % at 3 µM | hit rate 0.088% among 360,000 | P11229; in the data active = activation above about 19%, passing the limit was not always enough
CHO parental Ca: counter-screen: ATP calcium response change in parental CHO cells; hit rate 0.63% among 330,000; inhibition, % at 5.6 µM; parental CHO-K1, ATP-induced calcium, Fluo-8 fluorescence;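 active = inhibition above that plate's mean sample inhibition plus 3 SD, cut at about 26% in these data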;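 note: 0% = ATP-challenged DMSO wells and 100% = DMSO wells without ATP; some compounds past the cut are filed as inactive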
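Test system: parental CHO cells; detection: calcium-sensitive Fluo-8 fluorescence; evaluation: percent inhibition of calcium signal; also added: ATP as calcium-mobilizing challenge; repeats: one well per compound; control set: ATP-challenged DMSO wells low, unchallenged DMSO wells high; compound: single nominal dose of 5.6 µM per compound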
CHO-K1 Ca ag: counter-screen for M1 agonists: effect in parental CHO-K1 cells; activation, % at 3 µM; hit rate 0.48% among 360,000; Fluo-8 calcium fluorescence; scaled to maximal ATP response, vehicle zero; in the data active = activation above about 15%;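 note: untransfected CHO-K1 host cells lacking M1 receptor as counterscreen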
OXTR potentiator: potentiates the human oxytocin receptor response | AID 2445 | hit rate 0.061% among 320,000 | CHO-OTR cells, Fluo-8 calcium fluorescence, potentiator mode; 0% = oxytocin EC15, 100% = EC100 | P30559 | activation, % at 3 µM;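 active = activation above that plate's cutoff, the mean activation of tested compounds plus 3 SD, cut at about 6.6% in these data, passing the limit was not always enough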;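 note: 100% uses oxytocin at 75 nM as the full agonist control; some results filed as inactive read as strong as hits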
Target sequence (P30559 whole entry, looked up): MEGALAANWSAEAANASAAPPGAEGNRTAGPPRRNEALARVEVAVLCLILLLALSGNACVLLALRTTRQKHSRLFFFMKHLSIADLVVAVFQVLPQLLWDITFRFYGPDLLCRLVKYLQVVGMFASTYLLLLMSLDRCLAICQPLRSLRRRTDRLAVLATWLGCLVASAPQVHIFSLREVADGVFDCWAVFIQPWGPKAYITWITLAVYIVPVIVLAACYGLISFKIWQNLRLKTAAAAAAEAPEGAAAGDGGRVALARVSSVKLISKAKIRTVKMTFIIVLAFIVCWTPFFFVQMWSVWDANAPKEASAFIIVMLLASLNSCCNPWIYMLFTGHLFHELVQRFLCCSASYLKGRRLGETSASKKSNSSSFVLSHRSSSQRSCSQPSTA
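Assay system: CHO cell line stably expressing human OTR. Reagent: EC15 oxytocin agonist. Dosing: single dose, 3.0 µM nominal final compound concentration. Timing: compound 6 min at room temperature before oxytocin, 100 s read. Signal: kinetic Fluo-8 calcium fluorescence. Controls: oxytocin EC15 low and EC100 high.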
CHO-K1 Ca antag: nonselective inhibitor or artifact in parental CHO-K1 cells; inhibition, % at 3 µM; ATP-induced calcium, Fluo-8 fluorescence; AID 602250; hit rate 0.6% among 360,000;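 active = inhibition above a per-plate cutoff, the plate's mean sample inhibition plus 3 SD, cut at about 24% in these data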;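 note: 0% = DMSO plus EC80 ATP and 100% = DMSO alone without ATP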
* marks the source's active call; other numbers are inactive results; x = no result given; & = joins results of further samples.

SMILES	CHRM1 agonist	CHRM1 antagonist	CHRM4 antagonist	CHRM4 agonist	CHRM1 PAM	CHO parental Ca	CHO-K1 Ca ag	OXTR potentiator	CHO-K1 Ca antag
COCCN(Cc1nc2ccccc2c(=O)[nH]1)C(=O)COc1cccc(C(C)=O)c1	-3	-9	8	2	4	-11	1.1	-1	-14
Cc1cccc(C(=O)N[C@H](C(=O)Nc2nc3ccc(S(C)(=O)=O)cc3s2)C(C)C)c1	-7	-14	-14	3	7	-19	1.1	-8	-23
C#CC[N+](C)(C)C(C#Cc1ccccc1)CC=C (stereo not given)	-5	-1	-4	0	-5	-1	1.4	2	-11
FC(F)(F)c1ccc(-c2cccc3c2C2CC3CCN2Cc2ccccc2)cc1 (stereo not given)	0	-27	-13	0	22	x	0.5	x	-7
CC(=O)Nc1ccc(S(=O)(=O)Nc2nccc(C)n2)cc1	-3	-14	-3	0	9	-4	-0.1	-8	0
COc1ccc(C(=O)Nc2ccc(C(=O)NCC3CCCO3)cc2)c(OC)c1OC (stereo not given)	-1	-6	-2	3	3	0	0.7	-11	16
CC1(C)CC(=O)C=C(c2ccc(-c3ccc(OC(F)(F)F)cc3)cc2)C1=O	1	-7	-10	2	7	x	2.0	x	-14
C#Cc1cccc(Nc2nc(NCc3ccccc3OC)nc3ccsc23)c1	-3	35*	30*	14	-18	x	9.7	x	11
CN1C(=O)CC(C(=O)O)SC1=Nc1cc(Cl)cc(Cl)c1 (stereo not given)	-4	0	-10	1	7	4	0.7	1	-10
Cc1ccccc1NC(=O)COC(=O)c1c(-c2ccccc2)noc1C	-3	-5	5	3	5	-14	0.8	-5	-14
O=C1NC[C@@H](CCCCN2C[C@H](Cc3ccc(O)cc3)N(CC3CCCCC3)C(=O)C2=O)N(CC2CCCCC2)C1=O	x	x	3	15	x	x	9.8	x	-18
Cc1ccc(N2C(=O)c3ccc(C(=O)N4CCN(c5ccccc5F)CC4)cc3C2=O)cc1	-3	-16	-17	1	18	-9	0.4	-6	-3
COc1ccc(N(C(=O)C2CCCCC2)S(=O)(=O)c2cccc3cccnc23)cc1	-3	-9	-2	-1	0	-4	-0.3	-27	2
Cc1ccc(-c2nnn(CC(=O)N(c3ccccc3)C(C(=O)NC3CCCC3)c3ccncc3)n2)o1 (stereo not given)	1	-1	1	1	-1	3	0.1	-11	-7
Cc1cccc(NC(=O)COn2nnc3ccc(S(C)(=O)=O)cc32)c1	-2	10	6	1	-4	-9	0.9	-21	-13
COC(=O)CCCN=C1SCCN1Cc1ccccc1	-11	-4	-2	0	-7	9	0.1	-7	8
COc1ccc(CNC(=O)CCSCc2cccc(F)c2)cc1	-4	-9	1	0	5	-11	1.4	-12	-13
N#Cc1ccccc1S(=O)(=O)N1CCN(C(=O)CN(Cc2ccco2)Cc2cccs2)CC1	-5	-2	6	6	-7	x	2.3	x	-5
CC(Oc1ccc([N+](=O)[O-])cc1)C(=O)NCCCN1CCOCC1 (stereo not given)	-1	-5	4	1	7	-6	0.5	-5	2
c1csc(-c2nnc(-c3ccc(N4CCOCC4)cc3)o2)c1	-4	-8	-14	5	4	-10	0.9	0	-6
O=C(c1sccc1Cl)N1CCN(Cc2ccc3c(c2)OCO3)CC1	-3	9	8	2	-4	-19	1.1	-8	8
Cc1ccn2cc(CCNS(=O)(=O)c3ccc([N+](=O)[O-])cc3)nc2c1	-7	-4	1	0	3	-16	0.7	4	-4
COc1ccc2c(C)cc(SCC(=O)Nc3nsc(-c4ccc(C)cc4)n3)nc2c1	-1	-5	-17	2	11	-12	0.0	-3	-3
CCCCNC(=O)C1CCCNC1=O (stereo not given)	6	-8	-1	x	15	0	0.8	-7	-13
Cc1c(C(=O)NCc2ccc3c(c2)OCCO3)sc(=O)n1Cc1ccccc1C(F)(F)F	2	17	3	18	-12	x	2.8	x	-8
CCOCCCN1C(=O)C(O)=C(C(C)=O)C1c1cccs1 (stereo not given)	-4	0	14	0	4	2	-0.3	-1	-12
Clc1ccc(-n2nnnc2CN2CCOCC2)cc1Cl	-4	1	6	1	-4	-16	-0.2	-10	7
COc1cc(OC)c(C(=O)NCCCN2CCOCC2)cc1OC	-5	-13	-1	1	12	-13	0.7	-11	-13
O=C(O)c1ccc(N2C(=O)/C(=C/C=C/c3ccccc3)SC2=S)cc1	-5	-10	-8	1	6	3	-0.2	-4	1
COc1c(S(=O)(=O)N2CCCCC2)ccc2c(S(=O)(=O)N3CCCCC3)cccc12	-1	-12	7	1	9	-6	0.1	-9	0

An excerpt from above in order of their number in CHRM1 agonist, high to low.
canonical_smiles,CHRM1 agonist
CCCCNC(=O)C1CCCNC1=O (stereo not given),6
Clc1ccc(-n2nnnc2CN2CCOCC2)cc1Cl,-4
Cc1ccn2cc(CCNS(=O)(=O)c3ccc([N+](=O)[O-])cc3)nc2c1,-7

Additional compounds:
SMILES	CHRM1 agonist	CHRM1 antagonist	CHRM4 antagonist	CHRM4 agonist	CHRM1 PAM	CHO parental Ca	CHO-K1 Ca ag	OXTR potentiator	CHO-K1 Ca antag
COc1ccc(NS(=O)(=O)c2cc(C(=O)N3CCN(C(C)=O)CC3)ccc2Cl)cc1	-10	-10	-4	1	12	-13	0.9	-5	-1
CCOC(=O)CCCCCC(=O)Nc1ccc2c(c1)C(=O)N([C@@H](C)CO)C[C@@H](C)[C@H](CN(C)C(=O)c1ccncc1)OCCCC[C@H](C)O2	-2	-2	-2	0	0	x	0.3	x	1
O=C1C2CCc3ccccc3C2N1c1ccccc1 (stereo not given)	-5	-3	1	2	5	-15	-0.9	2	-3
COc1ccc(O)c(-c2cc(-c3ccccc3Cl)[nH]n2)c1	-4	-5	5	2	-2	-8	-0.1	-23	14
COc1ccccc1N1C(N)=NC(N)=NC1(C)C	-2&-4	-8&-10	-8&6	0&0	12&10	16	-0.6&-0.2	1	6&-11
Cc1ccc(S(=O)(=O)N(C)C)cc1NC(=O)COC(=O)C1CC(=O)N(c2ccc3c(c2)OCCO3)C1 (stereo not given)	-2	-4	-9	2	2	-10	0.8	1	-3
Cc1ccc(N2C(=O)[C@@H]3[C@H](C2=O)[C@H]2C=CC=NN2[C@@H]3C(=O)Nc2ccc(Cl)cc2)cc1	-1	-9	-4	1	6	-14	-0.4	-2	9
COc1ccc(C)cc1NC(=S)N1CCN(S(C)(=O)=O)CC1	-6	-5	-19	1	11	-10	0.3	-4	-5
O=C(O)c1cnn(-c2ccccc2)c1C(F)(F)F	-4	-19	-11	1	16	6	0.2	-9	-7
Cc1ccc(C(=O)Nc2nc(C)c(C(=O)N(C)C)s2)o1	-1	-2	-9	1	6	3	0.4	-5	-6
Cc1ccc(/C=C2\SC(N3CCN(C(c4ccccc4)c4ccccc4)CC3)=NC2=O)o1	-11	52*	82*	1	-26	-28	1.1	-3	-11
CN(C)c1ccc(NC(=O)Cn2cc3c(n2)CCCC3)cc1	-7	-10	-16	1	2	-13	-0.4	4	11
Cc1ccc(SCC2(O)CCN(S(=O)(=O)c3ccc(Cl)cc3)CC2)cc1	-2	9	6	6	-4	12	0.1	-21	13
CCS(=O)(=O)Nc1ccc(-c2nnc(SCC(=O)OC)o2)cc1	-2	-7	-2	1	5	-12	1.7	3	-15
COc1ccc(Br)cc1C(=O)Nc1ccccc1-c1ccccc1	-4	-10	-4	1	-5	12	-0.2	-3	-21
CCCC(C)(C)C(=O)N1CCC1(C)C(=O)Nc1ccc2c(c1)OCCO2 (stereo not given)	-5	-12	-6	1	13	x	0.6	x	-16
Cn1cnnc1SCC(=O)Nc1cccc(S(=O)(=O)N2CCOCC2)c1	-3	-17	5	1	8	0	2.4	-5	-23
COC(=O)c1ccc(NC(=O)Nc2ccc(F)cc2)cc1	1	13	13	14	-3	7	8.6	-31	19
CCN(CC)CCNC(=O)c1ccc2c(c1)ncn2C1CCCCC1	-6	16	3	0	-5	-12	-0.3	-7	-7
CCOC(=O)c1cn2ccc(C)cc2n1	-6	-8	-2	1	5	-1	-0.3	-12	-7
O=C(COC(=O)c1cnccn1)Nc1ccc(Cl)cc1C(F)(F)F	-3	6	12	0	-1	4	1.4	-10	0
CCOc1ccc(N(CC(=O)NCc2ccc(F)cc2)S(=O)(=O)c2c(C)noc2C)cc1	-5	-3	-1	0	-7	-18	-0.3	-7	-2
Cc1ccc(C(OCC(O)CN2CCCCC2CO)c2ccccc2)cc1 (stereo not given)	-6	1	2	0	1	-26	1.2	-2	-11
CCn1c(-c2ccccn2)nc2cc(S(=O)(=O)N(C)C)ccc21	-7	3	-22	3	1	-11	0.7	-5	-2
Cc1ccc(C(O)c2nc3ccccc3n2C(C)C)cc1 (stereo not given)	-3	-15	1	4	0	-22	1.1	-14	16
CCOc1ccccc1-c1cc(NC)ncn1	1	-10	4	1	2	x	0.5	x	-15
CC(C)[C@H](NC(=O)NC1CCCc2ccccc21)C(=O)O (stereo not given in full)	-1	-21	0	3	7	-6	0.7	-1	-9
CCOc1ccc(N(CC(=O)NC2CCCCC2)C(=O)CCC(=O)Nc2cc(C)ccn2)cc1	-6	-6	8	1	13	-1	1.1	3	-13
CCC(C)n1c(SCC(=O)Nc2ccc3[nH]c(=O)[nH]c3c2)nc2ccccc2c1=O (stereo not given)	-5	-6	-10	2	2	-15	-0.2	-3	23
CN=C1CC(SC)=C1c1ccc(C)cc1	-4	-9	-5	0	-4	-4	0.4	1	-5
CC(=O)NC1CC2CCCC(C1)N2C(=O)Nc1ccccc1 (stereo not given)	-3	-2	0	1	3	12	1.2	-16	-16
CCCn1cnc2cc(NCc3ccc(Br)cc3)ccc21	-7	1	-6	1	-5	-35	1.5	-14	-7
CCOC(=O)c1cc(S(=O)(=O)NC2CCCCC2)cn1C	-1	-13	-13	3	10	-28	1.3	-5	-9
CC(=NNc1nc2ccccc2o1)c1cc2ccccc2cn1	-2	3	33*	11	4	x	2.1	x	17
CCCCc1cc(=O)oc2cc(OCC(=O)NC(Cc3c[nH]c4ccc(O)cc34)C(=O)O)ccc12 (stereo not given)	-3	-10	-9	2	5	-9	0.6	-2	-5
O=C(CSc1nnc2ccc(-c3ccco3)nn12)Nc1ccccc1F	-4	-9	-23	1	7	x	-0.7	x	11
CC(O)CNc1nc(NCc2ccccc2)c2cnn(C)c2n1 (stereo not given)	-2	1	0	1	0	4	1.2	-12	-8
Cc1ccc(O)c(C(=O)/C=C/c2ccc3c(c2)OCCO3)c1	-9	-6	8	-1	4	-18	0.2	-9	-4
CC(C)n1nc(C(=O)Nc2nc3ccccc3[nH]2)c2ccccc2c1=O	-4	-18	6	10	4	-14	5.9	-11	0
Nc1nnnn1/N=C/C=C/c1ccccc1	-4	-3	2	1	4	-7	0.2	0	-18
